Screening data deposited in PubChem by Vanderbilt University.
GIRK2 act – Activates human GIRK2-containing potassium channels | P48051 | HEK293 GIRK2/NPY4 cells, thallium flux fluorescence | activation (% efficacy), % for hits at 37.5 µM | 34,000 tested, under 10 active | AID 1259324;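 active = primary screen hit, no activity in plain HEK293 cells, and in GIRK2-only cells above 5% efficacy rising with concentration; inactive = the rest, including fluorescent compounds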;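 note: efficacy is normalized control-subtracted fluorescence 15 s after thallium addition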
Target sequence (P48051 whole entry, looked up): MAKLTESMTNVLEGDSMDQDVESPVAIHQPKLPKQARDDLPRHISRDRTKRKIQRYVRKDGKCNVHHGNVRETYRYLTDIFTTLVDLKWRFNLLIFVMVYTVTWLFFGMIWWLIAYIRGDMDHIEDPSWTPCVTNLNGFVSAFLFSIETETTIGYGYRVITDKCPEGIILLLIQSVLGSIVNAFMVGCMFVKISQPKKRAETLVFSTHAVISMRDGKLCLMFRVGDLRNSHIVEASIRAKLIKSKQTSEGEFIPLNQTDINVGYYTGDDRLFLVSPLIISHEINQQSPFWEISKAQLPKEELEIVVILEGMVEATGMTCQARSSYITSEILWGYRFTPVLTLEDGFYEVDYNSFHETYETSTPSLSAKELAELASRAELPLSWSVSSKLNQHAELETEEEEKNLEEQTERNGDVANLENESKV
Calls only; i = inactive. Not all compounds are listed. The share of hits here may be higher or lower than overall.

| mol | GIRK2 act |
| --- | --- |
| COc1ccc(-c2ccc(=O)n(CCCNC(=O)c3c(F)cccc3Cl)n2)cc1 | i |
| CC(=O)c1ccc(OCC(O)CN2CCN(c3cc(Cl)ccc3C)CC2)cc1 (configuration not stated) | i |
| Cc1cc(NC(=O)c2ccc(S(=O)(=O)C(C)C)cc2)on1 | i |
| Cc1ccc(-c2cc(=O)n(CC(=O)N3CCCC3)cn2)cc1 | i |
| O=C(CCSc1ccccc1)NCCC(O)c1cccs1 (configuration not stated) | i |
| Cc1cn2c3c(=O)[nH]c(=O)n(C)c3nc2n1C(CCC(N)=O)C(=O)O (configuration not stated) | i |
| O=C(C1=COCCO1)N(CCN1CCOCC1)c1nc2c(F)cccc2s1 | i |
| O=C(/C=C/c1cccs1)N1CCC(c2nnc(-c3ccc(F)cc3)o2)CC1 | i |
| CCC(C)NC(=O)CSc1nc(-c2ccccc2)[nH]c1S(=O)(=O)c1ccc(C)cc1 (configuration not stated) | i |
| O=C(NCc1ccco1)c1nnn(-c2ccccc2)c1CSc1ncccn1 | i |
| O=C(NCCc1csc2nc(-c3cccc(F)c3)nn12)c1cnccn1 | i |
| Cc1ccc(C)c(Sc2cc(N3CCC(C(=O)NCc4ccncc4)CC3)ncn2)c1 | i |
| O=C(COc1ccc2ccccc2c1)NCC1CCN(Cc2cccs2)CC1 | i |
| CCc1nnc(-c2ccc(NC(=O)C3CCCC3)cc2)o1 | i |
| Cc1ccsc1-c1nnc(CC(=O)NCc2ccc3c(c2)OCO3)o1 | i |
| NC(=O)CCc1csc(NC(=O)c2ccco2)n1 | i |
| CC(Oc1ccc(Br)cc1)C(=O)Nn1c(=S)[nH]c2ccccc2c1=O (configuration not stated) | i |
| CCOc1ccccc1NC(=O)CSc1nnc(Cc2ccc(OC)cc2)n1N | i |
| CCSc1ccccc1C(=O)Nc1ccc2c(c1)CCCN2S(=O)(=O)CC | i |
| O=C(NCC1CCN(S(=O)(=O)C2CC2)CC1)c1cc(=O)c2ccccc2o1 | i |

An excerpt of the results above, as a working copy:
| mol | GIRK2 act |
| --- | --- |
| COc1ccc(-c2ccc(=O)n(CCCNC(=O)c3c(F)cccc3Cl)n2)cc1 | i |
| CC(=O)c1ccc(OCC(O)CN2CCN(c3cc(Cl)ccc3C)CC2)cc1 (configuration not stated) | i |
| Cc1cc(NC(=O)c2ccc(S(=O)(=O)C(C)C)cc2)on1 | i |

Continuation.
| mol | GIRK2 act |
| --- | --- |
| O=C(CCn1cnc2c(cnn2-c2ccccc2)c1=O)NCCc1ccccc1 | i |
| Cc1nc(C(=O)NCc2n[nH]c(=O)c3ccccc23)cs1 | i |
| CC(C)(Oc1ccc(Cl)cc1)C(=O)NCC(O)(c1cccs1)C1CC1 (configuration not stated) | i |
| O=c1[nH]nc(SCc2nc(-c3ccccc3Cl)no2)n2nc(-c3ccco3)cc12 | i |
| CC(C)S(=O)(=O)c1cccc(C(=O)Nc2ccc(O)c(-c3nc4ccccc4s3)c2)c1 | i |
| CCOc1ccc(-c2ccc(=O)n(CC(=O)NCC3CCCO3)n2)cc1 (configuration not stated) | i |
| COC(=O)c1ccc(NC(=O)CN2CC(c3nc(-c4ccsc4)no3)C2)cc1 | i |
| COc1ccc(OC)c2sc(N(CCN(C)C)C(=O)c3cc(C)nn3C)nc12 | i |
| CCOc1ccccc1-n1nnnc1SCC(=O)NC(C)C | i |
| COc1ccc(OC)c(-c2ccc(=O)n(CC(=O)Nc3ccc(-n4cnnn4)cc3)n2)c1 | i |
| CN(C)S(=O)(=O)c1ccc(C(=O)NCCn2nc(-c3cccs3)n(C)c2=O)cc1 | i |
| COc1ccccc1NC(=O)NC1(c2nc(-c3cccnc3)no2)CCCCC1 | i |
| Nc1c(C(=O)NCc2ccc3c(c2)OCO3)sc(=S)n1Cc1ccccc1 | i |
| COCCn1c(-n2nc(C)cc2C)nc2c1c(=O)n(Cc1ccccc1)c(=O)n2C | i |
| Cc1nc(NC(=O)Cc2csc(Nc3ccc(Cl)cn3)n2)sc1C(=O)N(C)C | i |
| COc1ccccc1OCC(O)Cn1c(C2CC(=O)N(c3ccc(Cl)cc3)C2)nc2ccccc21 (configuration not stated) | i |
| O=C(Nc1cccnc1)c1ccc(S(=O)(=O)NCc2cccs2)o1 | i |
| OCCOCCNc1cc(-c2ccccc2)nc2c(-c3ccccc3)cnn12 | i |
| O=C(NCCC1=CCCCC1)c1ccc(C2Nc3ccccc3S(=O)(=O)N2)cc1 (configuration not stated) | i |
| O=C(Nc1ccc2cn[nH]c2c1)c1ccc(=O)[nH]n1 | i |

Following part.
| mol | GIRK2 act |
| --- | --- |
| CSc1ncccc1C(=O)N1CCC(CNC(=O)c2cc(C)oc2C)CC1 | i |
| O=C1CN(CCCc2ccccc2)C2CS(=O)(=O)CC2N1c1ccccc1 (configuration not stated) | i |
| Cc1ccc(-c2ccc(SCC(=O)N3CCCCC3)nn2)cc1C | i |
| O=C(c1ccc2ncsc2c1)N1CCC(Cn2cccn2)CC1 | i |
| O=S(=O)(NCCCCN1CCOC(c2ccccc2)C1)c1ccc(F)cc1F (configuration not stated) | i |
| CS(=O)(=O)N1CCC2(CC1)NC(=O)N(CCOc1ccccc1)C2=O | i |
| COc1cccc(CCNC(=O)Cn2cnc(-c3ccccc3)cc2=O)c1 | i |
| Cc1cc(CNC(=O)Nc2cccs2)c(C)o1 | i |
| Cc1nc2ccc(NC(=O)C3CCN(S(C)(=O)=O)CC3)cc2s1 | i |
| CSc1ccccc1NC(=O)C(=O)NCCN1CCOC(c2ccccc2)C1 (configuration not stated) | i |
| O=C(Nc1ccccc1C(F)(F)F)c1ccc(Oc2ncccn2)cc1 | i |
| O=C(COc1cccc(C(F)(F)F)c1)NCCCn1nc(-c2ccccc2)ccc1=O | i |
| O=C(C1c2ccccc2Oc2ccccc21)N(Cc1ccccn1)Cc1ccco1 | i |
| O=C(Cn1ccc2ccn(Cc3ccccc3F)c2c1=O)Nc1ccc2c(c1)OCO2 | i |
| CC(O)(CNC(=O)c1cccc(Br)c1)c1ccccc1 (configuration not stated) | i |
| CCOC(=O)N1CCN(Cc2c(NC(=O)c3ccco3)sc(C)c2C)CC1 | i |
| COc1ccc(Cl)cc1NC(=O)C(=O)NCC1CCN(C(=O)Oc2ccccc2)CC1 | i |
| COc1ccc(S(=O)(=O)CC(=O)Nc2nc3c(s2)CCCC3)cc1 | i |
| O=C(Cc1ccsc1)NC1(c2nc(-c3cnccn3)no2)CCCCC1 | i |
| Cc1ccc2nc(N(C)CCO)nc(-c3ccccc3)c2c1 | i |

Going on with the list.
| mol | GIRK2 act |
| --- | --- |
| COc1cc(OC)cc(C(=O)NCCOc2ccc3nnc(-c4ccccc4OC)n3n2)c1 | i |
| CCNC(=O)NCc1cc(C)oc1C | i |
| O=C(NCCc1cccs1)C1CCN(c2cc(Oc3ccccc3)ncn2)CC1 | i |
| CCc1ccc(S(=O)(=O)Nc2ccc3c(c2)CCCN3S(C)(=O)=O)s1 | i |
| CC(Oc1ccccc1)C(=O)NCC1CCN(S(C)(=O)=O)CC1 (configuration not stated) | i |
| C=CCNC(=O)C(=O)Nc1c2c(nn1C(C)(C)C)CS(=O)(=O)C2 | i |
| CCOC(=O)N1CCN(C(=O)CSc2nc3ccccc3s2)CC1 | i |
| COc1ccc(C(=O)NCC2CCN(S(C)(=O)=O)CC2)c(OC)c1 | i |
| CCc1ccc(S(=O)(=O)N2CCN(Cc3nnnn3-c3ccc(C)cc3)CC2)s1 | i |
| CC(O)(CNC(=O)C(=O)NCc1ccc(F)cc1)c1ccccc1 (configuration not stated) | i |
| CCOc1ccccc1S(=O)(=O)NCC1CCN(Cc2ccsc2)CC1 | i |
| CCC(C(=O)NCC(C)(O)CCSC)c1ccccc1 (configuration not stated) | i |
| O=c1ccc(-c2cccnc2)nn1CCNS(=O)(=O)c1cc(Cl)ccc1Cl | i |
| CC(C)(C)C(=O)N1CCc2ccc(NC(=O)C3c4ccccc4Oc4ccccc43)cc21 | i |
| COc1cc(-c2nnc(NC(=O)c3cc(C)n(C)n3)o2)cc(OC)c1OC | i |
| COc1ccc(NC(=O)C(=O)NCC(=O)N2CCOC(c3ccccc3)C2)cc1 (configuration not stated) | i |
| COCCNC(=O)Cc1ccc(NS(=O)(=O)Cc2ccccc2Cl)cc1 | i |
| Cc1nn(C2CCS(=O)(=O)C2)c2nc(-c3ccco3)cc(C(=O)NCc3c(F)cccc3F)c12 (configuration not stated) | i |
| O=C(C1CCCC1)N1CCN=C1SCc1c(F)cccc1Cl | i |
| COc1ccc(NC(=O)c2cc(OC)c(OC)c(OC)c2)cc1N1CCCCC1=O | i |

Looked up by structure from the list above (four):
| mol | GIRK2 act |
| --- | --- |
| CCC(C(=O)NCC(C)(O)CCSC)c1ccccc1 (configuration not stated) | i |
| COc1ccc(C(=O)NCC2CCN(S(C)(=O)=O)CC2)c(OC)c1 | i |
| CC(Oc1ccccc1)C(=O)NCC1CCN(S(C)(=O)=O)CC1 (configuration not stated) | i |
| CC(C)(C)C(=O)N1CCc2ccc(NC(=O)C3c4ccccc4Oc4ccccc43)cc21 | i |

Arranged by SMILES length (lowest first): some entries from above
| mol | GIRK2 act |
| --- | --- |
| COCCNC(=O)Cc1ccc(NS(=O)(=O)Cc2ccccc2Cl)cc1 | i |
| COc1cc(-c2nnc(NC(=O)c3cc(C)n(C)n3)o2)cc(OC)c1OC | i |
| COc1ccc(NC(=O)c2cc(OC)c(OC)c(OC)c2)cc1N1CCCCC1=O | i |

The list continues:
| mol | GIRK2 act |
| --- | --- |
| COc1ccc(C)cc1NC(=O)NCCOc1ccc(F)cc1 | i |
| COc1ccccc1C(=O)N(Cc1ccsc1)C1CC1 | i |
| COc1ccc(N2CCN(C(=O)/C=C/c3ccc4c(c3)OCO4)CC2)nn1 | i |
| COc1ccccc1NC(=O)N1CCC2(CC1)NC(=O)N(Cc1ccc(Cl)cc1)C2=O | i |
| CCOc1ccc(C(C)C)cc1S(=O)(=O)NCCOc1ccc(-c2ccc(OC)cc2)nn1 | i |
| O=C(Cc1csc(Nc2cccc(Cl)c2)n1)N1CCN(C(=O)c2ccco2)CC1 | i |
| CC(=O)c1ccc(NC(=O)Cn2nc(-c3ccc4c(c3)OCO4)ccc2=O)cc1 | i |
| Cn1nc(-c2cccc(NC(=O)COc3ccc4ccccc4c3)c2)ccc1=O | i |
| O=C(NCc1ccc(Cl)cc1)C(=O)Nc1c2c(nn1-c1ccccc1)CS(=O)(=O)C2 | i |
| COc1ccc(CCNC(=O)NCC(O)Cc2ccccc2)cc1 (configuration not stated) | i |
| COc1cn(CC(=O)Nc2ccc(Cl)cc2)c(CSc2nc(C)cc(C)n2)cc1=O | i |
| COc1cc(NC(=O)CCc2c(C)nn(-c3nc(C)cc(=O)[nH]3)c2C)cc(OC)c1OC | i |
| Cc1cnc2c(c1SCc1cccc(F)c1)c(=O)n(C)c(=O)n2C | i |
| O=S(=O)(NCC(O)(c1ccccc1)C(F)(F)F)c1ccc(OC(F)(F)F)cc1 (configuration not stated) | i |
| COc1ccccc1-c1csc(/C(C#N)=C2\C=CC=CN2C)n1 | i |
| Cc1cc(=O)[nH]c(-n2nc(C3CC3)cc2NC(=O)c2ccc(C(C)(C)C)cc2)n1 | i |
| O=C1CCCN1c1cccc(NS(=O)(=O)CCc2ccccc2)c1 | i |
| Cc1cc(C)cc(OCC(O)Cn2c(C3CC(=O)N(Cc4ccccc4)C3)nc3ccccc32)c1 (configuration not stated) | i |
| Cc1cc(NC(=O)Cc2cccc3ccccc23)on1 | i |
| CCOC(=O)N1CCN(/C=C(\C#N)C(=O)Nc2ccc(OC)cc2)CC1 | i |

(more compounds)
| mol | GIRK2 act |
| --- | --- |
| COc1ccc(CCn2c(N(C)C)nc3c2c(=O)[nH]c(=O)n3C)cc1 | i |
| Cc1cncn(CC(=O)Nc2ccc(C(N)=O)cc2)c1=O | i |
| CCOc1ccccc1C(=O)NNC(=O)c1ccc(=O)n(Cc2ccccc2)c1 | i |
| COc1cccc(CNC(=O)Cn2cc(-c3ccc(Cl)cc3)c(N(C)C)n2)c1 | i |
| O=C(Cn1ccn2nc(-c3ccccc3)cc2c1=O)Nc1ccc(Oc2ccccc2)cc1 | i |
| CS(=O)(=O)N1CCCc2ccc(NC(=O)C(=O)NCCN3CCC(c4cccs4)CC3)cc21 | i |
| COc1ccc(NC(=O)C2CCCCN2S(C)(=O)=O)c2ccccc12 (configuration not stated) | i |
| CSc1cc(N2CCCC2)ncn1 | i |
| O=C(Nc1nc(CCC(=O)N2CCc3ccccc32)cs1)c1ccc(F)cc1 | i |
| Cc1ccc(NC(=O)C(=O)NC2CCCC2)cc1N1CCCC1=O | i |
| COCCNC(=O)c1ccc2c(=O)n(CCc3ccccc3)c(SCC(=O)CC(=O)OC)nc2c1 | i |
| CCS(=O)(=O)N1CC(c2nc(Cc3ccccc3OC)no2)C1 | i |
| NCC(c1ccc(Cl)cc1)N1CCCCCC1 (configuration not stated) | i |
| O=c1[nH]c(=S)[nH]c2c1CCCC2 | i |
| CCOC(=O)c1ccc(NC(=O)CSc2ccc(NC(C)=O)nn2)cc1 | i |
| Cc1ccc(NS(=O)(=O)c2ccccc2[N+](=O)[O-])cc1N1CCCCC1=O | i |
| COc1ccc(CNC(=O)Cn2cc(-c3ccc(Cl)cc3)c(N(C)C)n2)cc1 | i |
| C=CCn1c(N)c(C(=O)NCCC(C)C)c2nc3ccccc3nc21 | i |
| CCSc1ccccc1C(=O)Nc1cc(C(C)(C)C)nn1CCO | i |
| COc1cccc(OCC(=O)Nc2ccc(N3CCCCC3=O)c(OC)c2)c1 | i |

New compounds follow:
| mol | GIRK2 act |
| --- | --- |
| CCc1nc(-c2ccc(N3CCN(C(=O)c4cc5cccc(OC)c5o4)CC3)nc2)no1 | i |
| Cn1nc(C2CCCN(C(=O)c3nc4ccccc4s3)C2)n(-c2ccccc2)c1=O (configuration not stated) | i |
| COc1ccc(CCC(=O)N2CCN(c3ccc(OC)nn3)CC2)cc1 | i |
| Cc1ccc(-c2ccc(=O)n(CCCNC(=O)c3c(F)cccc3Cl)n2)cc1 | i |
| CC(O)(CNC(=O)c1ccc(F)cc1Cl)c1ccc2c(c1)OCO2 (configuration not stated) | i |
| CCOC(=O)c1ccc(NC(=O)c2ccc3nncn3c2)cc1 | i |
| CC(C)(C)C(=O)Nc1ccc(CC(=O)NCc2cccs2)cc1 | i |
| Cc1nnsc1C(=O)N1CCN(c2ccc(N3CCCCC3C)nn2)CC1 (configuration not stated) | i |
